# TEAD-YAP block = TEAD-YAP interaction inhibition, primary screen, TEAD-YAP interaction inhibitor project, luminescence, HEK-TIYL cells; inhibition, % at 9.12 µM; 640,000 tested, 1.4% active; TEAD-Gal4/YAP UAS-luciferase luminescence; in the data active = inhibition above about 32%;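 note: 0% = median of test compound wells and 100% = reference inhibitor wells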
# FBW7 act = FBW7 E3 ligase activators, primary screen, biochemical, AlphaScreen, human; F-box/WD repeat-containing protein 7 (Homo sapiens), Q969H0; AlphaScreen FBW7–phospho-cyclin E peptide binding, activator screen; normalized activity (activation), % at 26.1 µM; 650,000 tested, 0.13% active; AID 1259310, 2017; in the data active = normalized activity above about 1.9%;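 note: purified mutant Fbw7 with reduced substrate affinity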
# Target sequence (Q969H0 whole entry, looked up): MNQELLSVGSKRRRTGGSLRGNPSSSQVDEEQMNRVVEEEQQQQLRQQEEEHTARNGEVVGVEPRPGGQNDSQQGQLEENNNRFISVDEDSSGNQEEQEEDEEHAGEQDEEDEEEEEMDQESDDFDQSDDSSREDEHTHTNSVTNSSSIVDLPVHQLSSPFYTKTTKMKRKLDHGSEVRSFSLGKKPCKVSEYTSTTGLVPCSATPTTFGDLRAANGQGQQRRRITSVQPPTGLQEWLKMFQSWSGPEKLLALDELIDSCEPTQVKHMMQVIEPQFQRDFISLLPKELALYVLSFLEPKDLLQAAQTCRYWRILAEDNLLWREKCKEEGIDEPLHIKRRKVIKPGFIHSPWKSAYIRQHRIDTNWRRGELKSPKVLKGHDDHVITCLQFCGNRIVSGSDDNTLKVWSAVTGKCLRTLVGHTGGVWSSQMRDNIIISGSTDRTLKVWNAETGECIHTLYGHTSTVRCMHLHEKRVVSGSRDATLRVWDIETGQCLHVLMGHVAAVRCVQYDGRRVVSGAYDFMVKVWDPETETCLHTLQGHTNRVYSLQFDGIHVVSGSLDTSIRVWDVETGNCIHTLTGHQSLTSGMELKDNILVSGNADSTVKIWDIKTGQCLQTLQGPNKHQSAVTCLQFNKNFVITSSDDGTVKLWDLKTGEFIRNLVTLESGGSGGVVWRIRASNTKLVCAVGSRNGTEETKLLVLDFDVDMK
# MITF inh = MITF inhibitors, primary screen, biochemical, AlphaScreen, human; Microphthalmia-associated transcription factor (Homo sapiens), O75030; AID 1259374, 2018; inhibition, % at 2.6 µM; AlphaScreen MITF homodimerization, bead proximity signal; 650,000 tested, 0.91% active; in the data active = inhibition above about 50%;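 note: 0% = vehicle wells with protein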
# GPR151 ag = activators of human GPR151, primary screen, cell-based, PathHunter beta-arrestin, luminescence. 650,000 tested, 1% active. activation, % at 11.2 µM. G-protein coupled receptor 151 (Homo sapiens), Q8TDV0. PathHunter beta-arrestin GPR151 cells. AID 1508602, 2020; in the data active = activation above about 4.9%;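 note: 0% = median of compound wells and 100% = cells with positive control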
# Target sequence (Q8TDV0 whole entry, looked up): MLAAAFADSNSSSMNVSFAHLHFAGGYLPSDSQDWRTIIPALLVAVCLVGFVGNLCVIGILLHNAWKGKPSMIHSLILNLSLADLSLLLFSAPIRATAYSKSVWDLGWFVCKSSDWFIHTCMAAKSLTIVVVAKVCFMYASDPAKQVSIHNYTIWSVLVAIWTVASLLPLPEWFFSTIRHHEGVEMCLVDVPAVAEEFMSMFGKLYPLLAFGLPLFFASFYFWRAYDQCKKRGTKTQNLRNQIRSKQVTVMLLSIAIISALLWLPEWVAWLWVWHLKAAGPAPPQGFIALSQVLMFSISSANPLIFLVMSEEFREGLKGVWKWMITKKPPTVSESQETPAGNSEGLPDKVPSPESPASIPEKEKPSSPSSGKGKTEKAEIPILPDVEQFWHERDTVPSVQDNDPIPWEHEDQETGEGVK
# Starred values were filed as active, the others as inactive.
compound	TEAD-YAP block	FBW7 act	MITF inh	GPR151 ag
CCc1ccc(N2C(=O)NC(=O)/C(=C/c3ccco3)C2=O)cc1	10	0.1	10	1.0
CN1CCCN(C(=S)Nc2ccc(OC(F)F)cc2)CC1	-6	0.1	5	0.8
CCN1C(=O)N(c2cccc3ccccc23)C(C)(O)CC1(C)C (stereo not drawn)	25	0.1	8	-0.8
Cc1ccc(-n2c(SCC(=O)NNC(=O)c3ccco3)nnc2-c2cccnc2)cc1C	16	0.1	4	0.8
Cc1cc(/C=N/NC(=O)CC#N)c(C)n1-c1ccc(N(C)C)cc1	4	-0.3	28	0.4
Cc1nn(C)cc1CN(C)C(=O)CC1(c2ccc(-c3ccccc3)cc2)CC(=O)N(C)C1=O (stereo not drawn)	0	0.0	0	1.0
O=C1CCCN1CCn1cnc2c(NC3CCN(Cc4ccccc4)CC3)nc(NC3CCN(Cc4ccccc4)CC3)nc21	8	0.0	4	-0.5
Cc1ccc(/C=C2/SC(=O)N(CN3CCCCC3)C2=O)cc1	3	-0.1	11	-1.4

# (more compounds)
compound	TEAD-YAP block	FBW7 act	MITF inh	GPR151 ag
CN1C(=O)[C@@H](OC(=O)Cn2ncc3ccccc3c2=O)C[C@H]1c1ccc(F)cc1	1	0.0	-1	0.2
Cc1ccc(Cn2nc(C)c(NC(=O)Cn3nc([N+](=O)[O-])c(Cl)c3C)c2C)cc1	-2	0.1	0	0.0
O=C(Cc1cn(-c2ccc(Cl)nn2)c2ccccc12)Nc1ccccc1	0	0.0	5	-0.3
CC(C)(COC(=O)c1ccc(Br)cc1)N=C1NS(=O)(=O)c2ccccc21	-4	0.0	1	-1.3
CC(C)CC(NC(=O)/C(=C\c1ccc([N+](=O)[O-])cc1)NC(=O)c1ccco1)C(=O)O (stereo not drawn)	-9	0.7	21	0.8
CC(C)N1CCNC(=O)C1CC(=O)NCc1csc(-c2cccs2)n1 (stereo not drawn)	-9	-0.1	-9	-0.8
COc1ccc(C(=O)NCC(C)CN(C)C)cc1OC (stereo not drawn)	4	-0.1	-1	-0.6
CCOC(=O)C1=C(C)N(C)C(=S)NC1c1ccc(OC)cc1 (stereo not drawn)	-7	-0.1	-2	2.1

# (more compounds)
compound	TEAD-YAP block	FBW7 act	MITF inh	GPR151 ag
Cc1ccc(C)c(NC(=O)Cn2nnc(-c3c[nH]c4ccccc34)n2)c1	3	-0.1	-5	0.5
C/C(CC(=O)NCc1ccco1)=N\NC(=O)CC#N	-3	0.0	-1	-1.1
C[C@H]1C(=O)N2CCN(C(=O)NC3CCCCC3)C[C@@H]2C(=O)N1C	8	-0.5	78*	-1.5
CCOC(=O)CSc1nc2sc(C(=O)OCC)c(C)c2c(=O)n1Cc1cccc(Cl)c1	2	-0.1	3	0.5
Cc1ccc(NS(=O)(=O)c2cc(-c3n[nH]c(=O)c4ccccc34)ccc2C)c(C)c1	12	-0.1	7	1.0
COC(=O)c1ccc(NC(=O)C(C)Oc2ccc(Cl)cc2C)cc1 (stereo not drawn)	-12	0.3	-3	0.5
O=C(CN1C(=O)c2cc(Cl)c(Cl)cc2C1=O)N1CCCCC1	5	-0.1	-15	-0.6
O=c1ccc2ccc(OCc3ccc(F)cc3)cc2o1	-63	0.0	2	2.3

# Additional results follow.
compound	TEAD-YAP block	FBW7 act	MITF inh	GPR151 ag
O=C(Cc1ccccc1)N/N=C/c1ccc(N2CCCC2)c([N+](=O)[O-])c1	-1	0.0	11	-0.2
CC1CCc2sc(NC(=O)c3ccc(Oc4ccccc4)cc3)c(C#N)c2C1 (stereo not drawn)	1	0.0	12	-0.6
COc1ccc(C(=O)CCl)cc1Br	-6	0.2	14	0.2
O=C(Nc1ccc2c(c1)OCO2)c1nn2c(C(F)(F)F)cc(-c3ccc(Cl)cc3)nc2c1Cl	-5	-0.1	10	0.5
CCOC(=O)c1oc2ccccc2c1NC(=O)c1cc(Cl)ccc1Cl	5	0.2	-4	1.9
CC(=O)OCc1cn(-c2nonc2N)nn1	-6	1.1	18	2.4
Cn1c(=O)oc2cc(S(=O)(=O)N3CCC(C(=O)NC4CCCCCCC4)CC3)ccc21	-3	0.0	-7	-0.6
O=C1N[C@@H](Cc2cnc[nH]2)C(=O)N2CCN(C(=O)c3ccc(C(F)(F)F)cc3)C[C@H]12	3	-0.2	-3	-0.4

# Continued:
compound	TEAD-YAP block	FBW7 act	MITF inh	GPR151 ag
O=C(COC(=O)c1ccc2c(c1)C(=O)N(c1ccccc1O)C2=O)c1cccc([N+](=O)[O-])c1	-8	-0.1	-11	1.2
O=C(NCc1ccncc1)C(=O)Nc1c(F)cc(F)cc1Br	-11	-0.2	9	-0.4
O=C(O)C1(N2CCOCC2)CCNCC1	7	-0.1	9	-0.3
O=C1c2ccccc2C(=O)N1CC(=O)N1CCc2ccccc21	-8	0.1	-6	-1.6
COc1cc(/C=C/C(=O)OCC(=O)NC(C)(C)C)ccc1OC(F)F	-4	0.0	-2	-1.8
COc1ccc(NCn2nnc3ccccc32)c([N+](=O)[O-])c1	-16	0.1	-3	0.0
CCn1c(N2CCC(C(=O)NCCCN3CCOCC3)CC2)nc2ccccc21	3	0.0	5	-0.7
c1ccc(Nc2nc(Nc3ccncn3)nc3c2ncn3-c2ccccc2)cc1	-42	0.0	-4	0.3

# Continued:
compound	TEAD-YAP block	FBW7 act	MITF inh	GPR151 ag
COc1cccc(CN2CCN(Cc3c[nH]c4ccccc34)CC2)c1	-4	-0.1	7	-0.5
O=C(NC(=S)NCCN1CCOCC1)c1ccccc1Cl	-6	0.1	11	0.0
CN1CCN(C(=O)c2ccc(-c3nc4ccc(C(=O)Nc5ccc(Oc6ccccc6)cc5)cc4s3)cc2)CC1	3	0.0	-1	3.1
C=CCNc1ncnc(N)c1[N+](=O)[O-]	21	0.1	-9	0.5
O=S(=O)(NCc1nnc2n1CCN(Cc1c(F)cccc1Cl)CC2)c1ccccc1	13	-0.1	-4	0.9
COc1cccc(C(=O)COC(=O)c2ccc3c(c2)C(=O)N(c2ccccc2)C3=O)c1	0	-0.1	-4	2.8
CCCCN(C)c1ccc(C(N)=O)cc1[N+](=O)[O-]	3	0.0	11	-1.4
COc1ccc(CCNC(=O)c2cncc(-c3ccccc3)c2)cc1	1	-0.1	2	-1.6

# (continued)
compound	TEAD-YAP block	FBW7 act	MITF inh	GPR151 ag
CCn1c(SCC(=O)N2CCCC2)nc2c(c1=O)SCC2	3	0.2	6	1.3
CC(=O)Oc1cccc(/C=C2N=C(/C=C/c3ccccc3)OC/2=O)c1	0	0.0	8	0.6
O=C(O)c1ccc(-c2cnc3ccc(NCc4ccco4)nn23)cc1	0	0.0	-13	-2.3
COC(=O)c1ccccc1NC(=O)CN(c1ccc2c(c1)OCCO2)S(C)(=O)=O	5	0.8	14	-1.3
Cc1ccc(CS(=O)(=O)c2ccc(C(=O)N3CCC(C)CC3)cc2[N+](=O)[O-])cc1	10	0.0	5	0.4
CC1CN(CC(=O)N2CCC(c3ccncc3)CC2)Cc2cc(Cl)ccc2O1 (stereo not drawn)	-9	-0.1	16	0.1
CCc1ccccc1NC(=O)CNS(=O)(=O)c1ccc(Br)cc1	7	0.2	13	1.0
CCOC(=O)c1ccc(-n2nc(C)c(C(=O)c3cccc([N+](=O)[O-])c3)c2C)cc1	4	-0.1	-2	0.1

# Next part:
compound	TEAD-YAP block	FBW7 act	MITF inh	GPR151 ag
O=C(Cc1ccc(F)cc1)Nc1cccc(-c2nc3cccnc3s2)c1	7	1.8	12	0.4
Fc1ccc(-c2nc3ccc(F)cc3nc2-c2ccc(F)cc2)cc1	-4	0.1	-14	-1.2
CC(=O)N1CCC2(CC1)OCc1cc(-c3ccc(C)c(F)c3)ccc1O2	-19	0.1	23	-0.5
CCCNC(=O)c1c[nH]c2ccc(S(=O)(=O)N(C)c3ccc(Br)cc3)cc2c1=O	-3	0.8	2	-0.7
O=C(Cn1c2ccccc2c2ccccc21)NCCc1nc(-c2ccncc2)n[nH]1	8	0.2	-10	2.0
O=C1C2C3c4ccccc4C([N+](=O)[O-])(c4ccccc43)C2C(=O)N1c1nccs1 (stereo not drawn)	5	0.1	10	-0.4
COC(=O)CN1N=C(C(C)(C)C)Cn2c(cc3ccccc32)C1=O	6	0.1	18	0.4
C=CCN1CCN(c2c(Cl)cccc2NC(=O)c2cscn2)CC1	-23	-0.3	-4	-0.2

# The listing continues.
compound	TEAD-YAP block	FBW7 act	MITF inh	GPR151 ag
Cc1ccc2[nH]c3c(c2c1)CCCC3NCc1ccc(Cl)cc1 (stereo not drawn)	43*	-0.1	11	1.0
O=C(NC1CCCCC1)C(c1ccc(F)cc1)N(Cc1ccco1)C(=O)c1cnsn1 (stereo not drawn)	-15	0.2	1	1.3
COc1ccc(C(=O)/C=C/c2ccc(-c3ccc(Br)cc3)o2)cc1	13	0.3	4	-1.2
CC(=O)NS(=O)(=O)c1ccc2c(c1)C(=O)c1cc(S(=O)(=O)NC(C)=O)ccc1-2	-3	-0.1	-3	-0.4
Cc1sc2nc(NC(=O)c3ccccc3)sc(=O)c2c1C	10	-0.1	-2	2.2
O=C(Cn1nnc(-c2ccccc2NC(=O)c2cccs2)n1)Nc1ccccc1	3	0.0	5	0.3
COc1cc2ccccc2cc1C(=O)Nc1ccc2oc(=O)ccc2c1	9	-0.1	4	-0.1
Cc1ccc(NC(=O)CSc2nc3ccccc3c(=O)n2CC2CCC(C(=O)NCc3ccccc3Cl)CC2)cc1 (stereo not drawn)	5	-0.1	-7	0.7

# (more compounds)
compound	TEAD-YAP block	FBW7 act	MITF inh	GPR151 ag
CCNc1nc(Cl)nc(N(C#N)CN2C(=O)c3ccccc3S2(=O)=O)n1	4	-0.3	-10	0.1
CC(C)(C)OC(=O)COc1ccc2oc(=O)sc2c1	25	-0.2	-8	1.0
c1csc(-c2nnc(N3CCCCCC3)c3ccccc23)c1	0	0.3	41	0.8
COc1ccc(C2/C(=C(/O)c3ccc([N+](=O)[O-])cc3)C(=O)C(=O)N2CCO)cc1OC (stereo not drawn)	1	0.1	19	-0.7
COC(=O)c1c(OCCc2ccsc2)cc(=O)n2c1CCN(CC1CC1)CC2	-6	-0.1	2	2.4
C#CCOc1ccc(/C=C/c2nc(O)c([N+](=O)[O-])c(=O)[nH]2)cc1OC	0	0.0	-4	1.7
N#Cc1c(NC(=O)CN2CCCC2)sc2c1CCCC2	-13	0.1	9	-0.5
CCOc1ccc(-n2cc(-c3ccccc3)c3c(N4CCN(c5ccccc5)CC4)ncnc32)cc1	2	-0.1	-5	2.7

# The list goes on:
compound	TEAD-YAP block	FBW7 act	MITF inh	GPR151 ag
O=C(Nc1cccc(-c2nc3ccccc3o2)c1)c1cc(Br)ccc1I	0	-0.1	-9	-0.9
C=CCNC(=O)C[n+]1csc2ccccc21	-10	-0.4	-4	-0.1
CC1=C(C(=O)N2CCOCC2)C(c2ccc(C)cc2)n2c(nc3ccccc32)N1 (stereo not drawn)	1	0.1	2	-0.6
Cc1ccc(S(=O)(=O)Nc2cc(C(C)C)c(O)c(Br)c2C)cc1	14	0.3	-12	-0.3
O=C1N=C(SCC(=O)N2CCCc3ccccc32)NC(=O)C1c1ccccc1 (stereo not drawn)	1	0.0	-7	0.4
COC(=O)c1cc(Cl)c(NC(=O)c2cc3ccccc3oc2=O)cc1OC	-1	0.1	5	-0.4
O=C(CNC(=O)c1ccccc1F)NCc1ccco1	-2	0.1	11	1.4
O=C1CN(c2ccc(S(=O)(=O)N3CCCC3)cn2)CCN1	5	-0.1	-9	0.9

# Laid out differently: four of the compounds above
O=C(CNC(=O)c1ccccc1F)NCc1ccco1
  TEAD-YAP block: -2 | FBW7 act: 0.1 | MITF inh: 11 | GPR151 ag: 1.4

C=CCNC(=O)C[n+]1csc2ccccc21
  TEAD-YAP block: -10 | FBW7 act: -0.4 | MITF inh: -4 | GPR151 ag: -0.1

Cc1ccc(S(=O)(=O)Nc2cc(C(C)C)c(O)c(Br)c2C)cc1
  TEAD-YAP block: 14 | FBW7 act: 0.3 | MITF inh: -12 | GPR151 ag: -0.3

O=C1CN(c2ccc(S(=O)(=O)N3CCCC3)cn2)CCN1
  TEAD-YAP block: 5 | FBW7 act: -0.1 | MITF inh: -9 | GPR151 ag: 0.9

# (continued)
compound	TEAD-YAP block	FBW7 act	MITF inh	GPR151 ag
Cc1noc(/C=C/c2cccs2)c1S(=O)(=O)N1CCC(C(=O)N2CCCC2)CC1	-1	-0.1	9	0.1
CC1(NC(=O)Cc2c(F)cccc2Cl)CCS(=O)(=O)C1 (stereo not drawn)	9	0.0	1	-1.3
Cc1ccccc1Nc1nc(N)nc(COc2ccc([N+](=O)[O-])cc2)n1	20	0.4	5	-1.5
CC(=O)Nc1ccc(NC(=O)COc2c(C)cccc2C)cc1	-8	0.0	6	-0.2
CSCc1ccc(C(=O)NCc2ccc(Cl)cc2)cc1	-12	0.1	5	0.3
c1nc(NCCCN2CCOCC2)cc(Nc2ccc(N3CCOCC3)cc2)n1	0	0.5	14	-2.0
COc1ccc(S(=O)(=O)Nc2ccccc2C(N)=O)cc1	-14	-0.2	1	-2.0
O=C1CCCN1CCCNc1nc(NCCN2CCOCC2)c2ncn(-c3ccccc3)c2n1	18	0.3	12	-0.6
CCOc1cc(C2C(C(=O)OC)=CN(Cc3ccc(Cl)cc3)C=C2C(=O)OC)ccc1O	-4	-0.2	-2	-1.3
Cc1nc(Nc2cccc([N+](=O)[O-])c2)c2c(C)c(C)sc2n1	6	0.1	0	-0.9
COC(=O)C1=C(O)/C(=C/c2ccccc2O)N=C1C	7	-0.1	11	-1.0
